High-throughput results (PubChem)
AddAB inh = less growth of phage-infected E. coli with AddAB | inhibition, % at 11.9 µM | E. coli expressing H. pylori AddAB, absorbance growth | 330,000 tested, 0.29% active; in the data active means inhibition above about 12%;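 further: 0% = vehicle wells of infected cells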
PKA-R2B act = PKA-R2B complex activation; PKA-R2B holoenzyme dissociation, Cy5-IP20 fluorescence polarization; R2B truncated from residue 108, S112A mutant; 0% DMSO only, 100% 113 µM cGMP; activation, % at 11.4 µM; 340,000 tested, 0.079% active; AID 504700;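 active means activation above a cutoff set at the mean over all compounds plus 3 SD, cut at about 18% in these data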;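 further: higher means more holoenzyme dissociation and a rise in polarization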
Target sequence (P31323 whole entry, looked up, other chains not shown, the tested form may be a part): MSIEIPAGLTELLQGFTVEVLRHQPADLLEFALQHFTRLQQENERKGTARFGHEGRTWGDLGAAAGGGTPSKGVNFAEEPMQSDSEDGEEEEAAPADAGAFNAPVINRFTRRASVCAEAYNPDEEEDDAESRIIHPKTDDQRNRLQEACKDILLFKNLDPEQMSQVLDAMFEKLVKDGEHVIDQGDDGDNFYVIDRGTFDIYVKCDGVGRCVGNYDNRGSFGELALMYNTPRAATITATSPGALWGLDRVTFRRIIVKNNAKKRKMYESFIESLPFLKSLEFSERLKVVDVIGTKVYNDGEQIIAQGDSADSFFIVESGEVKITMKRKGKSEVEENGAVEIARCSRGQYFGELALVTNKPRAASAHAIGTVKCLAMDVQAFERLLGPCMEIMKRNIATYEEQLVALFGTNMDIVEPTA
SUMO Mot1 rescue = SUMOylation pathway inhibition by Mot1-301 growth rescue | S. cerevisiae Mot1-301 growth rescue, ATP luminescence, 38.5C; percent above DMSO median, 100 means doubled | growth rescue, % at 18.8 µM | 320,000 tested, 1% active;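 active means every valid replicate shows activation above 250% relative to neutral control wells; inactive means the rest, any valid replicate at or below 250%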;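 further: OY570 slx delta 5 strain wells were the positive control but not used for scaling; some compounds called inactive have numbers as strong as hits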
Tat export inh = blocks Tat-dependent protein export in E. coli. E. coli MC4100 TorA-mCherry Tat export, fluorescence. inhibition, % at 10 µM. 340,000 tested, 0.036% active. AID 488895;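 active means mean replicate inhibition at least 50% and at least half of replicates individually reaching 50%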;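 further: exported cargo escapes ClpAP degradation while cytoplasmic cargo is degraded and loses fluorescence; 0% = median of neutral control wells and 100% = median of NaSCN control wells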
phage Ecoli inh = E. coli growth loss with phage present; AID 651602; 360,000 tested, 0.26% active; growth absorbance; inhibition, % at 11.9 µM; in the data active means inhibition above about 11%
HTR5A inv ctr = counter-screen for OPRM1-OPRD1 inverse agonists: human HTR5A inverse agonism; HTR5A cell line, luminescence; inhibition, % at 9.3 µM; 340,000 tested, 0.083% active; AID 504634; in the data active means inhibition mostly above about 23%, no sharp cut-off; inactive means mostly below about 18%;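 further: 0% = cells with DMSO and 100% = no-cell wells with DMSO; some compounds called inactive have numbers as strong as hits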
Target sequence (P47898 whole entry, looked up): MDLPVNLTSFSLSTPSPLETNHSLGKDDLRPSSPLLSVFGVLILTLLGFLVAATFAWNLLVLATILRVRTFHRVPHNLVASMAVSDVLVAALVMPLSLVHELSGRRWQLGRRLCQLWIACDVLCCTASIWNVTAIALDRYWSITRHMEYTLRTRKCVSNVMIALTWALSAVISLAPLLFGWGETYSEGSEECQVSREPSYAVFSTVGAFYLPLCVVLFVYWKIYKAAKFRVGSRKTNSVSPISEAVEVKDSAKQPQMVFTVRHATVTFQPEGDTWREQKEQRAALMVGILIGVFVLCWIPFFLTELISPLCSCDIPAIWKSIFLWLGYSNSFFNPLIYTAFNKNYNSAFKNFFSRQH
HTR5A ag = counter-screen for OPRM1-OPRD1 agonists: human HTR5A agonism | P47898 | HTR5A agonist assay, luminescence, cell-based | activation, % at 9.3 µM | 340,000 tested, 0.61% active; in the data active means activation mostly above about 9.5%, no sharp cut-off; inactive means mostly below about 7.6%;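 further: 0% = cells with vehicle only and 100% = reference agonist; strong numbers were not always called active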
PKA-R1A activ = PKA-R1A complex activation. P00514+P68181. PKA-R1A dissociation, Cy5-IP20 fluorescence polarization; scaled: DMSO 0%, 113 µM cGMP 100%. activation, % at 11.4 µM. 340,000 tested, 0.083% active;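 active means percent activation above the mean of all tested compounds plus 3 SD, cut at about 19% in these data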;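 further: higher means more PKAc released from R1A so a rise in polarization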
Ecoli viability = counter-screen for AddAB inhibitors: E. coli growth inhibition; E. coli V3065 growth, OD600 absorbance, 18 h; inhibition, % at 11.9 µM; 330,000 tested, 0.27% active;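 active means inhibition above the campaign's mean inhibition across all tested compounds plus 3 SD, cut at about 9.9% in these data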;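 further: uninfected addAB+ strain grown without phage in ampicillin broth; 0% = DMSO wells and 100% = ciprofloxacin 0.95 µg/ml wells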
DAGLB inhibitor = blocks human DAGLB lipase activity; HEK293T DAGLB membrane lysate, EnzChek fluorogenic substrate; Q8NCG7; inhibition, % at 5.17 µM; AID 504411; 340,000 tested, 0.059% active; in the data active means inhibition above about 34%;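 further: 0% = enzyme with vehicle and 100% = wells lacking enzyme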
CDK5 inh = blocks human CDK5/p35 kinase activity. Q00535+Q15078. Recombinant CDK5/p35, ADP-Glo luminescence, 60 min. inhibition, % at 10 µM. 330,000 tested, 0.01% active;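 active means highest replicate inhibition of at least 50% and at least 75% of replicates reaching 50%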;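 further: plate controls were DMSO neutral control for no effect and GW8510 at 10 µM for full effect; many of its hits are not listed in these tables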
* = called active by the depositor; / = no result given.

No. | SMILES | AddAB inh | PKA-R2B act | SUMO Mot1 rescue | Tat export inh | phage Ecoli inh | HTR5A inv ctr
1 | Cc1c(C)c2ccc(OCC(=O)NC3CCN(Cc4ccccc4)CC3)c(C)c2oc1=O | -0.1 | -8.3 | 10.8 | -2.4 | 2.3 | 10.9
2 | CC(=O)CSc1nc(-c2ccccc2)c(-c2ccccc2)o1 | 1.9 | -3.9 | -0.1 | 10.4 | 2.5 | 6.7
3 | CCOc1ccccc1NC(=O)COC(=O)/C=C/c1ccc(OC)c(OC)c1 | 1.6 | 1.0 | 5.4 | 1.1 | 4.4 | 22.4
4 | CC(C)(C)C(=O)NC(=S)Nc1ccccc1F | 0.0 | 9.1 | 435.8* | -8.5 | 0.8 | 20.0
5 | Cc1cccc(-n2c(C)cc(/C=N\NC(=O)c3cccs3)c2C)c1 | 2.1 | -9.8 | -10.9 | 0.3 | 3.9 | 2.0
6 | O=C(CCN1C(=O)C2CCCCC2C1=O)Nc1ccc(OC(F)F)cc1 (stereo not given) | 1.2 | -3.8 | 7.9 | -8.5 | 6.4 | -17.0
7 | CCCCc1cc(=O)oc2cc(OCC(=O)N3CCC(C(N)=O)CC3)ccc12 | 2.0 | 2.0 | 1.7 | -7.2 | 4.3 | 15.9
8 | CC(C)(C)OC(=O)CC[C@@H](C(=O)NCCCCCCCCCCC(=O)N1CCN(C(=O)OC(C)(C)C)CC1)n1cc(CCCCCNC(=O)OC(C)(C)C)nn1 | -0.3 | 6.5 | 128.6 | 3.4 | 2.2 | 23.7
9 | NC(=O)c1nc(-c2cccs2)nc2c1[nH]c(=O)n2-c1ccc(F)cc1 | -0.7 | -1.4 | -9.6 | -6.0 | 1.8 | -32.1
10 | Cc1cc(NC(=O)CSc2c3c(nc4ccccc24)CCC3)no1 | -3.4 | -6.9 | 11.9 | -21.2 | 0.6 | -19.0

No. | HTR5A ag | PKA-R1A activ | Ecoli viability | DAGLB inhibitor | CDK5 inh
1 | -1.0 | 7.2 | -4.3 | 2.3 | 0.5
2 | -1.8 | 1.6 | -1.3 | -4.4 | 0.1
3 | 4.3 | -5.8 | -1.5 | -12.4 | -0.2
4 | 2.5 | 13.1 | -1.5 | -3.1 | -0.3
5 | 1.2 | 2.5 | 3.0 | 2.9 | 1.5
6 | 6.2 | -1.1 | 0.1 | 1.8 | -0.3
7 | 4.0 | 2.8 | -1.8 | -4.3 | -2.8
8 | 4.0 | 6.4 | 1.9 | -3.2 | 0.6
9 | 11.4 | -8.0 | 0.1 | 5.4 | -1.7
10 | 3.1 | -1.2 | -3.9 | -4.5 | -0.7

Next section.
No. | SMILES | AddAB inh | PKA-R2B act | SUMO Mot1 rescue | Tat export inh | phage Ecoli inh | HTR5A inv ctr
11 | Cc1sc2ncnc(OCC(=O)Nc3ccc4c(c3)OCCO4)c2c1C | -3.0 | -3.9 | 11.7 | 13.4 | -0.4 | 5.0
12 | NS(=O)(=O)c1ccc(CCNC(=O)COC(=O)C2CCCN2C(=O)c2cccs2)cc1 (stereo not given) | 2.2 | -5.6 | 9.3 | -7.9 | -0.5 | -15.3
13 | CC(=NO)C1CCC2C3CCC4=CC(=NO)CCC4(C)C3C(=O)CC12C (stereo not given) | / | -1.6 | / | -7.7 | 0.1 | 0.0
14 | O=C(COc1ccc(F)cc1Cl)Nc1cc(S(=O)(=O)N2CCOCC2)ccc1N1CCCCC1 | -1.8 | -6.9 | -18.1 | 5.8 | 2.8 | -4.2
15 | Cc1cc(C)c(NC(=O)CN2C(=O)NC(Cc3ccccc3)C2=O)c(C)c1 (stereo not given) | 0.6 | 0.3 | -23.7 | 4.0 | -1.6 | -10.0
16 | Cc1cccc([C@@H]2[C@@H]3C(=O)N(Cc4ccccc4)C(=O)[C@@H]3[C@]3(CC(C)C)C(=O)N(c4cccc(Br)c4)C(=O)N23)c1 | 3.7 | -14.3 | 27.6 | 0.4 | / | -13.7
17 | Cc1cccn2c(=O)c3cc(C(=O)NCc4ccco4)c(=N)n(CCc4ccccc4)c3nc12 | 0.2 | -1.8 | / | -10.9 | 0.1 | 2.0
18 | Cc1cccc(C)c1NC(=S)Nc1ccc(Cl)c(Cl)c1 | 4.4 | -8.2 | 253.3 | 1.4 | 6.3 | -7.4
19 | COc1ccc(-c2cc(C(F)F)n3ncc(C(=O)N4CCN5CCCC5C4)c3n2)cc1 (stereo not given) | -2.4 | 1.7 | 5.4 | 8.3 | 0.6 | -0.3
20 | c1ccc(Nc2nnc(SCc3cccc4ccccc34)s2)cc1 | 3.0 | -16.2 | -31.6 | 7.6 | 2.5 | -3.0

No. | HTR5A ag | PKA-R1A activ | Ecoli viability | DAGLB inhibitor | CDK5 inh
11 | -1.1 | -8.8 | 0.0 | -2.4 | 1.7
12 | 9.2 | -5.4 | -2.4 | -0.1 | 5.1
13 | 0.0 | -3.3 | / | 0.1 | -0.5
14 | -0.5 | -2.7 | 1.4 | -1.6 | -0.5
15 | 3.4 | -5.3 | 0.7 | 0.6 | -0.3
16 | 5.1 | -16.9 | 1.8 | -15.5 | 1.9
17 | -0.6 | -7.0 | -1.1 | 3.9 | -1.4
18 | 2.6 | 2.1 | 3.0 | 1.9 | 1.1
19 | 0.8 | -5.3 | -4.0 | 2.1 | -1.3
20 | 1.2 | -11.2 | 0.4 | -4.7 | 0.7

(further entries)
No. | SMILES | AddAB inh | PKA-R2B act | SUMO Mot1 rescue | Tat export inh | phage Ecoli inh | HTR5A inv ctr
21 | Cc1ncc([N+](=O)[O-])n1CC(=O)N/N=C/c1ccc(F)cc1 | 3.6 | -0.6 | 13.6 | 11.2 | 4.2 | -3.7
22 | CCOc1ccc(NC(=O)c2ccc(Br)o2)c([N+](=O)[O-])c1 | 0.0 | 2.7 | -4.1 | -6.3 | 3.0 | 2.6
23 | c1ccc2c(c1)OCC(c1nnc3sc(-c4ccc5c(c4)OCO5)nn13)O2 (stereo not given) | -2.0 | 4.4 | 2.4 | 2.5 | 0.7 | 9.3
24 | CCOC(=O)Cc1cc(=O)n2[nH]c(C(C)(C)C)cc2n1 | -2.1 | 1.9 | 2.6 | 6.2 | -1.0 | -20.7
25 | CCC(C)N1CC(C(=O)NC2CCCCC2)CC1=O (stereo not given) | -2.1 | -3.8 | -4.3 | -3.8 | -4.9 | -28.4
26 | Cc1ccc(CC(=O)Nc2cccc(C)n2)cc1 | 2.0 | 11.7 | 62.2 | -4.1 | -0.9 | -57.8
27 | COc1cc(OC)cc(C(=O)NCCCNC(=O)c2cccnc2)c1 | 1.6 | 13.4 | 0.0 | 0.0 | 2.0 | -2.9
28 | O=C(CSc1cc(Cl)ccc1Cl)NCCCn1ccnc1 | 0.9 | -3.8 | 1.3 | 0.5 | 2.4 | -1.5
29 | CCCCNC(=S)NNC(=O)c1csc(C)c1C | 0.8 | 8.9 | 10.3 | 0.1 | -1.8 | 17.5
30 | CCOc1ccccc1N1Cc2cc(C)c(C)cc2C1 | -4.0 | 1.8 | -0.9 | 1.4 | 3.3 | -5.3

No. | HTR5A ag | PKA-R1A activ | Ecoli viability | DAGLB inhibitor | CDK5 inh
21 | 1.3 | -15.4 | 0.8 | 1.9 | 5.2
22 | 2.8 | -9.1 | -2.3 | -2.2 | 0.8
23 | 1.7 | -14.3 | -1.9 | -4.9 | 0.2
24 | -2.3 | -11.7 | -0.2 | 0.6 | 0.0
25 | -2.7 | -10.9 | 1.9 | -3.8 | -1.7
26 | 2.2 | -5.4 | -0.8 | -1.9 | 0.1
27 | 1.1 | 3.0 | 1.6 | 1.8 | -1.6
28 | 3.7 | -9.1 | -1.5 | -1.2 | 0.4
29 | -5.1 | 5.2 | -1.0 | -0.2 | -2.0
30 | -3.6 | 1.3 | -1.9 | -2.3 | 2.3

Next part
No. | SMILES | AddAB inh | PKA-R2B act | SUMO Mot1 rescue | Tat export inh | phage Ecoli inh | HTR5A inv ctr
31 | O=C(Nn1cnnc1)c1ccc(Cl)c(Cl)c1 | 0.2 | -3.9 | 9.4 | -11.6 | 1.3 | -21.1
32 | CCOC(=O)c1c(C)oc2c1c1c(c3ccccc32)OCN(Cc2ccccn2)C1 | 3.9 | -5.6 | -7.7 | -2.2 | 4.2 | 5.3
33 | Cc1ccc(NC(=O)CN(C)CC(=O)Nc2c(C)cccc2C)c(Br)c1 | -0.4 | -10.4 | 20.2 | 1.0 | -2.9 | 16.1
34 | CSc1ccc(/C=C(/NC(=O)c2ccco2)C(=O)N2CCCCC2)cc1 | 1.6 | 1.7 | -20.4 | 2.4 | -0.8 | -3.9
35 | CCOC(=O)C1CCN(C(c2cccc(OC)c2)c2sc3nc(C)nn3c2O)CC1 (stereo not given) | -1.3 | -2.1 | 11.8 | -3.2 | 0.1 | -9.9
36 | N#CC(c1ccccc1)C1CCN(Cc2ccccc2)CC1 (stereo not given) | 0.9 | -3.6 | 7.6 | 1.3 | 1.8 | 7.7
37 | COc1ccc(CCN(C)C(=O)COc2ccc(N(C)S(=O)(=O)c3ccc(C)cc3)cc2)cc1OC | 0.6 | 2.8 | / | 2.9 | 4.5 | 0.7
38 | COCCNC(=S)N/N=C(\C)c1cccc(C(F)(F)F)c1 | 0.5 | 11.2 | -12.5 | 2.5 | 4.4 | 13.5

No. | HTR5A ag | PKA-R1A activ | Ecoli viability | DAGLB inhibitor | CDK5 inh
31 | 5.1 | 3.3 | -0.1 | -0.9 | 1.1
32 | 3.4 | 15.0 | 0.1 | -3.7 | 0.9
33 | -1.8 | 7.0 | -0.8 | -1.0 | 1.4
34 | 4.9 | -7.6 | 0.7 | 2.1 | -0.6
35 | 3.3 | -1.7 | -1.1 | -0.8 | -0.2
36 | -0.4 | -2.9 | 0.5 | -2.4 | 1.3
37 | 3.5 | -11.0 | -0.3 | 2.2 | -0.7
38 | 5.2 | 2.6 | -1.1 | -3.8 | 1.0

5 entries from above, with tabs.
no.	Structure	AddAB inh	PKA-R2B act	SUMO Mot1 rescue	Tat export inh	phage Ecoli inh	HTR5A inv ctr	HTR5A ag	PKA-R1A activ	Ecoli viability	DAGLB inhibitor	CDK5 inh
33	Cc1ccc(NC(=O)CN(C)CC(=O)Nc2c(C)cccc2C)c(Br)c1	-0.4	-10.4	20.2	1.0	-2.9	16.1	-1.8	7.0	-0.8	-1.0	1.4
34	CSc1ccc(/C=C(/NC(=O)c2ccco2)C(=O)N2CCCCC2)cc1	1.6	1.7	-20.4	2.4	-0.8	-3.9	4.9	-7.6	0.7	2.1	-0.6
35	CCOC(=O)C1CCN(C(c2cccc(OC)c2)c2sc3nc(C)nn3c2O)CC1 (stereo not given)	-1.3	-2.1	11.8	-3.2	0.1	-9.9	3.3	-1.7	-1.1	-0.8	-0.2
36	N#CC(c1ccccc1)C1CCN(Cc2ccccc2)CC1 (stereo not given)	0.9	-3.6	7.6	1.3	1.8	7.7	-0.4	-2.9	0.5	-2.4	1.3
37	COc1ccc(CCN(C)C(=O)COc2ccc(N(C)S(=O)(=O)c3ccc(C)cc3)cc2)cc1OC	0.6	2.8	/	2.9	4.5	0.7	3.5	-11.0	-0.3	2.2	-0.7
